Peg3 promoter: inhibitors of Peg3 promoter; HeLa PEG-Prom luciferase reporter, luminescence, overnight; inhibition, % at 20 µM; 360,000 compounds, 1.7% hits;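 active = inhibition of at least 50% at 20 µM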
Shn3 3UTR inh: Schnurri-3 reporter inhibition in Clone20 osteoblasts | Clone20 osteoblast Shn3 3'UTR firefly luciferase, 24 h | inhibition, % at 12.5 µM | AID 588674 | 360,000 compounds, 0.52% hits;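 active = mean inhibition of at least 75% with every replicate also reaching 75%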;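 note: 0% = median of neutral control wells and 100% = pilot-screen positive control compound; some compounds past the cut are filed as inactive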
C8 TRAIL sens: caspase-8 TRAIL sensitization | NB7+C8 cells + TRAIL, ATPlite viability luminescence | inhibition (viability loss, TRAIL sensitization), % at 10 µM | 360,000 compounds, 1% hits | AID 624354;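 active = compounds causing at least 50% loss of cell viability in the single-dose screen, relative to plate controls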
MITF TRPM1 inh: reduces MITF-dependent TRPM1 promoter luciferase signal | SK-MEL-5 TRPM1 promoter luciferase, 24 h | inhibition, % at 12.5 µM | 330,000 compounds, 0.83% hits;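 active = mean inhibition across replicates of 60% or more, whatever share of single replicates reaches that level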; note: values of inactives mirror those of a sister screen read the other way
HIF-2a block: blocks HIF-2a reporter activity; 786-0 RCC cells HIF-2a reporter, luciferase luminescence, overnight; inhibition, % at 18.8 µM; 360,000 compounds, 0.72% hits; AID 624352;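 active = inhibition of the luminescence signal of 40% or more relative to plate controls, in a single-dose primary screen at 18.75 µM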
NR2E3 ag-1: activates human NR2E3 receptor; inhibition of corepressor binding, % at 3.98 µM; 360,000 compounds, 0.35% hits; Q9Y5X4; AID 602229; CHO-S Gal4-NCOR/VP16-NR2E3 two-hybrid, luciferase;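 active = inhibition above the mean of all tested compounds plus 3 SD, cut at about 70% in these data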;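 note: 0% = DMSO with NR2E3 transfected cells and 100% = cells lacking NR2E3 construct; higher means lower luciferase signal from less NR2E3 corepressor binding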
Target sequence (Q9Y5X4 whole entry, looked up, the tested form may be a part): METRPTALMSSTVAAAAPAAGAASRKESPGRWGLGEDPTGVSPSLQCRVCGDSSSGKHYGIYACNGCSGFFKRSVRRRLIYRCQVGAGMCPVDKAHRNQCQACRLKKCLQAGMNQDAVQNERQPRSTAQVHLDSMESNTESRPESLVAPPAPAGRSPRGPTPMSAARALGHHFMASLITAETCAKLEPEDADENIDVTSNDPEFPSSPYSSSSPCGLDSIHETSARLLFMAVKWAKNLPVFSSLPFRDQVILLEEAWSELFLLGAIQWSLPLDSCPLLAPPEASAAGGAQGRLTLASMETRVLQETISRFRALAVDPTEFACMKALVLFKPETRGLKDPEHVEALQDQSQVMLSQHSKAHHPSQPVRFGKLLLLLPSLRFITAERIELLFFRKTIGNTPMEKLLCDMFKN
LMP1 NFkB inh: inhibitors of Epstein-Barr LMP1-induced NF-kappaB reporter. LMP1-induced NF-kappaB luciferase reporter cells, luminescence. inhibition, % at 12.5 µM. 350,000 compounds, 0.69% hits; in the data active = inhibition above about 41%;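 note: 0% = neutral control wells and 100% = reference inhibitor control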
NR2E3 ag-2: activates human photoreceptor nuclear receptor NR2E3 | Q9Y5X4 | GST-NR2E3/biotin-RetCOR TR-FRET, 1536-well | inhibition of corepressor binding, % at 4.78 µM | 320,000 compounds, 0.12% hits | AID 2300;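 active = percent inhibition above the cutoff of mean plus 3 SD of all tested compounds, set per screening campaign, cut at about 20% in these data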;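 note: 0% = DMSO wells and 100% = biotin wells as full block of FRET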
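System: GST-NR2E3 and biotin-RetCOR proteins; probe or stimulus: 7 nM biotin-RetCOR; doses: compound at 4.8 µM, single dose; schedule: Compound–protein incubation for 5 h at 4 °C; detection: time-resolved FRET; read-out: percent inhibition; controls: biotin wells as high control, 0.6% DMSO wells as low control; format: 1536-well plates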
CF NFkB block: blocks PAF-induced NF-kB reporter in cystic fibrosis cells. KKLEB NF-kB-GFP reporter, GFP fluorescence overnight. inhibition, % at 5 µM. 360,000 compounds, 0.86% hits;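 active = at least 50% inhibition at 5 µM, scaled per plate between neutral and stimulator controls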;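 note: PAF is a Pseudomonas aeruginosa culture filtrate used as stimulus; plate controls were PAF-stimulated DMSO wells for no effect and unstimulated DMSO wells for full effect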
hiPSC survival: enhancers of human iPSC single-cell survival. hiPSC single-cell survival, ATPlite luminescence; 100% = ROCK inhibitor wells, 0% = DMSO. survival enhancement, % at 20 µM. 360,000 compounds, 0.044% hits. AID 602274; in the data active = survival enhancement above about 18%;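 note: cells exposed to compounds for 16 hours before the ATP read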
KKLEB cytotox: counter-screen for CF NF-kB inhibitors: cytotoxicity | 360,000 compounds, 0.36% hits | KKLEB CF airway cells viability, ATPlite luminescence, overnight; active compounds read low; cells stimulated with P. aeruginosa culture filtrate | activity change (cytotoxicity), % at 5 µM;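 active = corrected activity change at or below -50% at 5 µM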
The depositor's hits bear a star; / = not tested or not shown.

Every second line gives: Peg3 promoter	Shn3 3UTR inh	C8 TRAIL sens	MITF TRPM1 inh	HIF-2a block	NR2E3 ag-1	LMP1 NFkB inh	NR2E3 ag-2	CF NFkB block	hiPSC survival	KKLEB cytotox
1	COC(=O)c1cc(NC(=O)c2nn(C)c(=O)c3ccccc23)cc(C(=O)OC)c1
  31.8	-18.4	-2.7	-1.7	8.1	18.8	-7.0	2.3	-49.6	0.8	-11.1
2	OCCNc1nc(-c2ccccc2)c2cc(Cl)ccc2n1
  33.1	18.5	2.7	4.4	29.5	-45.3	3.2	0.8	19.3	0.2	0.7
3	Cc1ccc2c(c1)CN1CN2Cc2cc(C)ccc21
  -0.8	1.2	-2.8	3.2	18.8	-4.7	-1.2	2.3	6.4	-1.6	-16.3
4	O=C(NC1CCN(Cc2ccccc2)CC1)c1c(Cl)cccc1Cl
  -8.7	12.7	-3.1	1.9	10.6	6.6	-12.5	-2.1	-2.5	0.9	-8.4
5	CC(=O)Nc1ccc(S(=O)(=O)N(CC(=O)NCC2CCCO2)Cc2ccccc2Cl)cc1 (configuration not stated)
  7.8	-9.4	-12.9	/	0.9	-15.8	-0.1	/	-8.3	3.8	-4.9
6	CCOc1ccc(C2=CSC3=NCCN23)cc1Cl
  20.6	3.4	6.8	8.5	1.6	-23.4	3.3	3.5	-5.5	-0.2	10.9
7	C[C@H](CO)N1C[C@H](C)[C@@H](CN(C)S(=O)(=O)c2cccs2)Oc2ccc(NC(=O)Nc3ccc4c(c3)OCO4)cc2C1=O
  -7.8	-5.6	-20.0	10.1	18.2	-10.1	-9.3	/	-8.6	-0.4	1.9
8	C/C(=C/C(=O)Nc1cccc(F)c1)N1CCCC1
  16.0	-11.0	13.4	1.9	15.6	2.1	2.5	4.8	3.6	-0.4	-1.8
9	COc1ccccc1N1CCN(S(=O)(=O)c2cnc[nH]2)CC1
  6.8	-1.6	-1.7	/	5.0	-38.8	-1.2	-0.2	6.8	1.9	-0.6
10	O=[N+]([O-])c1ccc(S(=O)(=O)CC(CN2CCOCC2)N2CCOCC2)cc1 (configuration not stated)
  -2.6	6.4	0.5	28.2	4.3	27.6	-15.5	4.1	9.6	3.7	-0.2
11	CCc1noc(C)c1C(=O)Nc1ncc(C)s1
  -67.3	-9.3	-8.1	-11.8	-113.8	-3.7	0.2	4.3	-8.8	-3.7	-5.9
12	COc1ccc(CNC(=O)CCc2c(C)nc3ncnn3c2C)cc1
  4.2	-3.3	3.2	5.9	16.9	-0.6	5.8	-0.3	-8.1	0.4	3.3
13	CN1CCN(C(=O)c2cnn(-c3ccccc3)c2NC(=O)c2ccccc2F)CC1
  17.1	14.4	-5.6	4.3	10.1	-8.1	-6.0	2.6	-1.1	-2.0	9.8
14	COc1ccc(-c2[nH]c(-c3ccc(SC)cc3)nc2SCC(=O)Nc2nccs2)cc1
  36.6	19.0	10.6	-12.2	29.3	-19.4	-4.9	-2.9	28.8	0.3	-37.8
15	Nc1nnc(SCC(=O)c2ccco2)s1
  -1.7	-9.6	-11.9	11.6	1.1	-17.5	3.1	-1.4	-9.3	4.5	-26.8
16	Cc1cc(NC(=O)C(C)SCC(=O)Nc2nnc(CC(C)C)s2)no1 (configuration not stated)
  5.2	-26.5	-11.6	1.2	14.5	-1.0	-10.4	-3.0	-12.0	0.1	9.3
17	O=C(/C=C/c1ccccc1)Nc1cccnc1Oc1ccccc1F
  -158.0	-51.4	7.9	-17.8	-252.1	-7.5	-15.3	-0.2	-4.3	-0.4	1.1
18	Cc1cccc(C)c1NC(=S)NNc1ncc(C(F)(F)F)cc1Cl
  14.8	9.2	6.9	-0.4	25.1	3.3	-0.5	0.3	1.3	0.3	-0.4
19	Cc1cc(C)c(S(=O)(=O)N2CCCCCC2)cc1Br
  21.5	-2.1	0.8	1.9	20.2	-38.9	8.6	0.5	7.2	-0.4	-3.4
20	CCCc1cc(=O)[nH]c(/N=C(\N)Nc2ccccc2)n1
  -9.6	0.6	-7.5	-9.3	4.6	-8.8	7.4	0.2	4.7	-0.2	-8.8
21	Cc1ccc(CN2CCSc3ccc(C(=O)N4CCOCC4)cc32)cc1
  27.2	-1.8	-16.6	0.2	3.6	-51.9	0.2	5.4	-16.4	-0.6	4.0
22	Cc1ccc(SCC(=O)NCc2ccccc2C)cc1
  -5.0	5.5	5.5	-4.9	-26.3	2.7	-1.8	2.2	-6.9	-0.2	4.6
23	COC(=O)c1cccc(NC(=O)c2ccc3c(c2)C(=O)N(Cc2cccnc2)C3=O)c1
  -11.0	-7.0	7.4	4.0	11.2	-20.9	-2.8	4.1	3.9	0.3	1.7
24	COc1ccc(C2(c3ccc(OC)cc3)NC(=O)N(CC(=O)N(C)C3CCC(C)CC3)C2=O)cc1 (configuration not stated)
  5.7	17.3	0.4	5.1	21.2	-49.0	9.3	-3.8	18.2	-1.0	-10.9
25	Cn1c(SCC(=O)Nc2ccccc2)nc2c([nH]c3ccccc32)c1=O
  46.0	23.2	-0.6	35.9	12.8	-17.4	-66.7	4.6	27.2	-0.5	-17.9
26	O=C(CN1C(=O)c2ccccc2C1=O)Nc1sc2c(c1C(=O)NCc1ccco1)CCCC2
  14.9	9.1	-13.9	-2.8	12.9	-3.6	-6.2	1.4	-7.2	-0.4	-5.2
27	Cc1ccc(C(=O)OCC(=O)Nc2cccc(S(=O)(=O)NC3=NCCCCC3)c2)c(C)c1
  13.9	9.0	-1.2	8.3	9.4	-15.1	2.9	0.1	-12.4	1.0	0.2
28	COc1ccccc1CNS(=O)(=O)c1cc(C(=O)NCc2ccccn2)c(Cl)cc1Cl
  13.6	19.2	22.3	-0.9	2.8	-10.9	-3.2	/	-22.1	-0.5	8.5
29	O=C(CSc1nnc(CNC(=O)c2ccco2)o1)c1ccc(Cl)cc1
  -2.5	-6.7	11.8	2.6	12.4	-0.8	1.9	-0.9	7.9	-1.3	-2.8
30	O=C(Nc1nnc(-c2ccc(Cl)s2)o1)C1CCCCC1
  -148.6	1.1	20.6	-34.4	-29.5	-11.1	-0.9	5.2	3.6	-0.9	-9.8

Pulled by compound from above:
Every second line gives: Peg3 promoter	Shn3 3UTR inh	C8 TRAIL sens	MITF TRPM1 inh	HIF-2a block	NR2E3 ag-1	LMP1 NFkB inh	NR2E3 ag-2	CF NFkB block	hiPSC survival	KKLEB cytotox
23	COC(=O)c1cccc(NC(=O)c2ccc3c(c2)C(=O)N(Cc2cccnc2)C3=O)c1
  -11.0	-7.0	7.4	4.0	11.2	-20.9	-2.8	4.1	3.9	0.3	1.7
21	Cc1ccc(CN2CCSc3ccc(C(=O)N4CCOCC4)cc32)cc1
  27.2	-1.8	-16.6	0.2	3.6	-51.9	0.2	5.4	-16.4	-0.6	4.0

Other results follow.
Every second line gives: Peg3 promoter	Shn3 3UTR inh	C8 TRAIL sens	MITF TRPM1 inh	HIF-2a block	NR2E3 ag-1	LMP1 NFkB inh	NR2E3 ag-2	CF NFkB block	hiPSC survival	KKLEB cytotox
31	c1ccc(Cn2cc(-c3ccccc3)cn2)cc1
  -116.2	-23.8	6.1	-64.8	-172.8	-23.9	5.5	4.6	13.9	1.4	7.5
32	CN(CCc1ccccn1)C(=O)CCC1CCCN(C(=O)c2cscn2)C1 (configuration not stated)
  11.5	-3.4	0.6	-2.1	7.4	-2.2	1.6	1.7	-5.8	-1.3	1.3
33	COc1ccc(C(CNC(=O)c2ccc(OCC3CCCO3)cc2)N2CCOCC2)cc1 (configuration not stated)
  8.8	1.3	11.1	0.7	-2.0	-17.2	5.5	1.3	7.3	3.7	-17.8
34	CCOc1ccccc1NC(=O)N1CCC(C(=O)c2ccc(F)cc2)CC1
  14.2	-15.6	0.6	-3.8	41.4*	-20.9	8.8	-0.1	-7.4	-1.7	0.0
35	O=C(/C=C/c1ccccc1)Nc1cccnc1Cl
  -270.2	-43.7	26.5	-52.4	-240.9	-67.8	-6.2	2.4	-4.9	-0.2	7.1
36	COc1cccc(C(C)(O)c2nc(/C=C/c3ccccc3)cs2)c1 (configuration not stated)
  -1.7	0.7	5.9	/	-19.1	23.9	/	/	5.7	-1.1	0.1
37	CC(=O)c1ccc(NC(=O)Oc2ccccc2)cc1
  -118.7	-14.0	-5.4	-45.5	-156.2	0.0	-27.9	1.5	6.8	3.4	0.7
38	CCc1ccccc1NC(=O)CCc1c(C)nc(SC)nc1C
  15.5	5.9	3.7	-8.0	11.9	1.2	7.4	-0.2	0.1	1.9	-2.5
39	Cc1nc2ccccc2c(=O)n1NC(=O)c1cc(Br)ccc1Cl
  -3.1	-14.4	-1.0	-8.8	3.0	-23.6	-6.5	0.4	-23.7	0.3	5.7
40	COCCNC(=O)CC(=O)N/N=C/c1cccc(C(=O)OC)c1
  -4.5	-5.0	6.8	6.3	13.6	-12.3	-3.3	-0.8	-13.4	-0.5	11.1
41	Cc1ccc(NS(=O)(=O)c2cc(Br)cnc2N)cc1C
  24.2	28.3	-6.3	9.6	3.2	10.4	-8.4	-1.5	12.3	0.4	-2.6
42	Cc1ccc(C)c(Cn2c(=O)n(CCCC(=O)NCc3ccco3)c(=O)c3sccc32)c1
  25.5	7.6	3.2	24.1	26.7	4.1	20.9	5.5	-5.5	-3.2	-3.1
43	Cc1ccc(Cl)cc1NS(=O)(=O)c1ccc(-n2cccn2)cc1
  31.2	-10.3	0.4	3.9	16.5	46.0	-3.0	-4.4	-28.6	0.0	4.4
44	COc1ccc(OC)c(S(=O)(=O)NCc2nc3nc(C)cc(C)n3n2)c1
  -6.6	-17.0	-25.0	-4.4	0.8	-3.7	2.9	-3.3	-19.4	-0.6	9.8
45	O=C(NCc1ccc2c(c1)OCO2)c1ccc(-n2cnnn2)cc1
  9.5	-11.1	7.7	7.3	13.7	-7.1	-1.2	2.1	12.0	-0.1	-9.4
46	CC1(C)CC(=O)C=C(c2cccc3c2sc2ccccc23)C1
  -135.2	-50.2	8.1	/	-164.8	-18.8	-29.6	-2.6	6.8	-0.6	8.4
47	O=C(Nc1cccc2cccnc12)c1ccc(Cl)cc1Cl
  -90.5	-24.6	4.3	-7.9	-66.0	-39.0	-11.2	0.6	2.6	0.8	-2.8
48	Cc1ccc(-n2c(C)cc(C(=O)CN3C(=O)C(=O)N(C4CCCC4)C3=O)c2C)cc1
  11.4	-2.5	-5.8	-0.5	9.4	-9.8	-3.5	4.8	1.7	-0.6	-1.9
49	O=C1CCCc2ccc3ccccc3c21
  -11.1	-16.0	-0.9	5.8	-12.9	-6.5	-6.6	/	4.4	-3.9	-6.1
50	O=C(O)c1cccc(-n2cccc2C=C2C(=O)c3ccccc3C2=O)c1
  -13.4	-13.4	-1.7	15.3	-9.0	3.9	-5.5	5.2	-18.4	-1.0	4.6
51	Cc1cc(C)cc(CC2CC(=O)N(c3cc(C)on3)C2=O)c1 (configuration not stated)
  -3.8	-10.3	13.2	5.4	13.6	-9.5	2.9	2.1	-11.6	0.9	11.7
52	CC(C)Oc1ccc(C(=O)OCC(=O)NC(=O)NC2CCCC2)cc1
  11.4	-2.7	5.2	-4.2	7.3	8.4	5.4	-2.6	25.2	-0.7	-0.3
53	COc1ccccc1NC(=O)COc1ccc(C(F)(F)F)cc1[N+](=O)[O-]
  -42.8	-9.1	1.3	-10.0	-42.0	-18.2	-6.9	1.0	-23.9	0.6	5.5

This is a subset; count on the stated rates, not on these rows.
